From PubChem
Giardia kill: kills Giardia lamblia; Giardia lamblia trophozoite viability; activity change, % at 7.66 µM, hits read low; 0.15% of 340,000 active; AID 540267; in the data active = activity change below about -80%; inconclusive = between about -30% and that limit;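 note: parasites exposed to compound for two days anaerobically before the ATP read; % is set by controls: 0 for no effect and ±100 for the full control effect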
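Giardia trophozoites, 100 cells per well, were exposed to compounds for 48 hrs at 37 deg C under anaerobic conditions; viability was then read as ATP content by bioluminescence after 15-30 min at room temperature.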
FLuc counter: counter-screen for miR-21 project: firefly luciferase inhibitors or activators | P08659 | purified FLuc, Km substrates, luminescence inhibition | Potency, µM (titrated, usually from 57.5 µM), inactives show at the highest dose activity change, negative = inhibition, hits mostly inhibitors | 6.9% of 360,000 active;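 note: potency is the fitted concentration of half-maximal effect; plate controls were vehicle for no effect and reference inhibitor for full effect; nearly all actives have a fitted effect of over 55% in size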
Target sequence (P08659 whole entry, looked up): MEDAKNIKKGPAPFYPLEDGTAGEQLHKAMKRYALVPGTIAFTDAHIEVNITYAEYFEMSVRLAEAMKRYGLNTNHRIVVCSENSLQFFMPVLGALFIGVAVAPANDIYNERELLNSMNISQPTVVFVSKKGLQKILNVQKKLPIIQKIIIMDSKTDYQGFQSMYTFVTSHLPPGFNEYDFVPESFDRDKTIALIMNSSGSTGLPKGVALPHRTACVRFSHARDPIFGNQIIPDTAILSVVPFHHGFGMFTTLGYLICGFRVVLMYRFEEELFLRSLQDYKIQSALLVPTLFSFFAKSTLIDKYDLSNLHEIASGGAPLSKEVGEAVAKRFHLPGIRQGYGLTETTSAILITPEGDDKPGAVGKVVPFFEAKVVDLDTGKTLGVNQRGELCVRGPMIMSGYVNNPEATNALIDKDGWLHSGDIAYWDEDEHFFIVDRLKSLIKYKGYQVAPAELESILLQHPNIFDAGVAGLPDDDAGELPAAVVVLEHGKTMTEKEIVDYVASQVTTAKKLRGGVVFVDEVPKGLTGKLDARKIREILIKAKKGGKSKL
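Purified P. pyralis luciferase, 10 nM final, with Km-level 10 uM D-luciferin and 10 uM ATP in 50 mM Tris acetate pH 7.5, 10 mM Mg acetate, 0.01% Tween-20, 0.05% BSA; 6-point qHTS titration about 60 µM downward; luminescence read.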
Gal4-VP16 FLuc: inhibits Gal4-VP16 luciferase reporter, ROR gamma counter-screen; Drosophila S2 Gal4-VP16 UAS-luciferase, luminescence, 20 h; Potency, µM (doses to about 53.6 µM), without a hit: at the top dose activity, negative = inhibition, most hits filed as inhibitors; 3.5% of 310,000 active;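 note: Gal4-VP16 expression switched on by copper sulfate through the metallothionein promoter; potency is the fitted concentration of half-maximal effect; % is set by controls: 0 for no effect and ±100 for the full control effect; nearly all actives have a fitted effect of over 50% in size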
RORg inh: ROR gamma (mouse) transcription inhibition | P51450 | Drosophila S2 Gal4-RORgamma UAS-luciferase reporter, 20 h | Potency, µM (highest dose often 53.6 µM), for inactives: at the highest dose activity change, negative = inhibition, hits mostly inhibitors | 5.4% of 310,000 active; note: potency is the fitted concentration of half-maximal effect; % is set by controls: 0 for no effect and ±100 for the full control effect; nearly all actives have a fitted effect of over 60% in size
Target sequence (P51450 whole entry, looked up, the tested form may be a part): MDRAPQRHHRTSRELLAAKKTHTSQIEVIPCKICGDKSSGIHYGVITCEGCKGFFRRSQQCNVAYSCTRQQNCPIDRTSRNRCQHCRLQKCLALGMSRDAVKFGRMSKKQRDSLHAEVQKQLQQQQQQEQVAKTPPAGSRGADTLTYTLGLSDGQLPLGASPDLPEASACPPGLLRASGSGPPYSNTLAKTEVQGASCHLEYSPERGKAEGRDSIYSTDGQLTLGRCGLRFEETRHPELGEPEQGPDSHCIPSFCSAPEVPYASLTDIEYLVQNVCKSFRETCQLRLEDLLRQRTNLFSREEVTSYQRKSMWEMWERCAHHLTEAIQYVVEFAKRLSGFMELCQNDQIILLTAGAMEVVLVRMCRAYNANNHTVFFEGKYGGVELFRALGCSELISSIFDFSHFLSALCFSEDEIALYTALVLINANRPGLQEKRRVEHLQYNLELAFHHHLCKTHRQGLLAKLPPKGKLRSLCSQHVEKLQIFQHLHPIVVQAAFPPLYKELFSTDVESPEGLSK
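ROR gamma transcriptional activity was tracked as Gal4-UAS luciferase output in stably transfected Drosophila Schneider cells, with compound added 1 hr before 700 uM copper sulfate induction and a 20 hr ambient-temperature incubation.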
KCNH2 3.1 block: KCNH2 3.1 (human) potassium channel inhibition. U2OS KCNH2 3.1, thallium flux FluxOr; active compounds read low. activity change, % (tested at about 1.8 µM). 0.95% of 340,000 active;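 active = maximum activity change below -70%; inconclusive = maximum activity change from -70% to -50%; inactive = maximum activity change above -50%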;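 note: thallium influx rate constant from kinetic fluorescence after stimulation buffer; % is set by controls: 0 for no effect and ±100 for the full control effect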
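FluxOr-based Tl+ influx in U2OS cells transduced with KCNH2 3.1 virus; rate constants normalized to DMSO controls.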
NPC1 promoter act: activators of NPC1 promoter; Huh7 NPC1 promoter luciferase reporter, 24 h; Potency, µM (titrated, usually from 9.22 µM), without a hit: at the highest dose activation, hits mostly activators; 2.4% of 320,000 active;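 note: potency is the fitted concentration of half-maximal effect; % of control where 0% means no effect; nearly all actives have a fitted effect of over 60% in size; reporter is driven by a mutant NPC1 promoter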
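Stably transfected Huh7 (NPC1 promoter→luciferase), 1500 cells/well in Opti-MEM + 10% FBS, 2 h settle, then compound 24 h at 37 °C. Luminescence after 10 min with Amplite reagent.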
Tb PFK block: inhibitors of T. brucei phosphofructokinase; T. brucei PFK, ADP-Glo luminescence; Potency, µM (doses to about 57.5 µM), for inactives: at the highest dose activity, negative = inhibition, actives largely listed as inhibitors; 0.17% of 330,000 active;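 note: potency is the fitted concentration of half-maximal effect; 0% = uninhibited 1x PFK enzyme wells and -100% = no-enzyme wells; nearly all actives have a fitted effect of over 60% in size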
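In TEA buffer at pH 8.0 with 5 mM MgCl2, enzyme (1.25 nM) converted F6P (0.5 mM) and ATP (0.1 mM) for 45 min at room temperature. ADP product was read by luciferase luminescence.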
ELG1 genotox: genotoxicity induction in ELG1-luciferase HEK293T cells. HEK293T ELG1-luciferase reporter, luminescence, 16 h. Potency, µM (doses to about 46 µM), without a hit: top-dose activity change, positive = activation, most hits filed as activators. 1.3% of 330,000 active; note: potency is the fitted concentration of half-maximal effect; % of control where 0% means no effect; nearly all actives have a fitted effect of over 60% in size
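Reporter readout depends on ELG1 protein level, which increases with genetic stress. After 16 hr compound exposure at 37 °C, luciferase activity was quantified using ONE-Glo.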
Rab9 promoter act: Rab9 promoter activation; Huh7 Rab9 promoter-luciferase reporter, luminescence, 24 h; Potency, µM (titrated, usually from 9.22 µM), for inactives: top-dose activation, negative = inhibition, most hits filed as activators; 2.8% of 320,000 active; note: potency is the fitted concentration of half-maximal effect; % of control where 0% means no effect; nearly all actives have a fitted effect of over 60% in size
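Steps: seed 1500 Huh7 Rab9-luc cells per well, rest 2 h at 37 °C; add compound in DMSO; incubate 24 h; add luciferase reagent, 10 min ambient; read luminescence.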
uPA generation: inhibitors of cell surface uPA generation; cell surface uPA generation assay, qHTS; Potency, µM (titrated, usually from 38.3 µM), for the others: top-dose activity change, negative = inhibition, most hits filed as inhibitors; 0.31% of 330,000 active; active = well fitted inhibition curve with a large enough effect; inconclusive = small, poorly fitted or top-dose-only effect; inactive = no such curve, though single readings can be large or run the other way; tested in mouse RAW 264.7 cells; note: potency is the fitted concentration of half-maximal effect; % is set by controls: 0 for no effect and ±100 for the full control effect; nearly all actives have a fitted effect of over 55% in size
FBPA coupling cs: inhibits coupling enzyme system, counter-screen for aldolase hits; 0.67% of 290,000 active; activity change, negative = inhibition, % at 58.2 µM, hits read low; coupling enzyme system counterscreen, AmpLite Red fluorescence; in the data active = activity change below about -30%; note: % is set by controls: 0 for no effect and ±100 for the full control effect
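Compounds tested against the coupling enzymes alone at 57.5 uM final; readout was AmpLite Red fluorescence (525/598 nm) after 20 min at RT.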
Numbers without * were called inactive; ? = inconclusive; . = no result given; & = joins results of further samples; [ ] = dose if it differs, or a comment. Unless noted, calls come from the whole dose curve; as a rule, active = well fitted curve in the direction sought with a large enough effect; inconclusive = small, poorly fitted or top-dose-only effect, or another doubt; inactive = no such curve, though single readings can be large; an effect the other way counts as inactive or inconclusive. Hits appear at their usual frequency; overall some 14% were active at least once.

Compound | Giardia kill | FLuc counter | Gal4-VP16 FLuc | RORg inh | KCNH2 3.1 block | NPC1 promoter act | Tb PFK block | ELG1 genotox | Rab9 promoter act | uPA generation | FBPA coupling cs
CN(C)S(=O)(=O)c1cccc(COC(=O)CCNC(=O)c2ccc([N+](=O)[O-])cc2)c1 | -15 | . | . | . | -2 | 0% | -2% | 1% | -1% | -20% | .
O=C(NCCNC(=O)c1ccccc1F)c1ccccn1 | 9 | 2% | -3% | -18% | -13 | 0% | 1% | 0% | 0% | 5% | 5
CCCCCCn1c(CN2CCCCC2CC)nc2c1c(=O)n(C)c(=O)n2C (stereo not given) | 28 | 2% | 3% | 3% | -40 | 0% | -3% | 13% | -1% | -8% | 3
COc1cccc(CN(CC2CCCO2)S(=O)(=O)c2ccc(-n3cnnn3)c(OC)c2)c1 (stereo not given) | -14 | -1% | -9% | 17% | -5 | -2% | -4% | -4% | -2% | -4% | 1
CN1CCN(C(=O)C2CC(=O)N(c3ccc(Cl)cc3)C2)CC1 (stereo not given) | 12 | 0% | 8% | -16% | 6 | -3% | -1% | -1% | 0% | 2% | -1
COc1cccc(-n2c(=S)sc3c(=O)n(-c4ccccc4C)c(SCC(=O)O)nc32)c1 | 11 | 1% | 4% | -1% | 16 | -3% | 0% | 0% | 6% | 0% | 0
Cc1nc2ccccn2c1-c1csc(NCc2ccco2)n1 | -5 | -12% | ? | 11µM* | -7 | 4% | -5% | -1% | -3% | -6% | -1
S=C(Nc1cccnc1)Nc1ccccc1Br | -15 | 4% | -8% | -13% | -7 | 0% | 1% | -2% | 0% | 0% | 0
Cc1ccc(OCC(=O)Nc2cccc(S(=O)(=O)N3CCCCCC3)c2)cc1C | 3 | ? | . | . | -13 | -1% | 9% | ? | -2% | -2% | .
Cc1ccc(S(=O)(=O)Nc2nc3ccccc3nc2NCc2ccc3c(c2)OCO3)cc1C | 9 | 2% | 0% | 2% | -12 | 4% | -4% | -3% | -1% | 1% | 0
Cc1ccc(OC(=O)CCC(=O)Nc2ccc(S(=O)(=O)Nc3cc(C)on3)cc2)cc1 | -5 | 1% | -9% | -5% | 10 | -1% | -1% | 4% | -3% | 8% | -1
Cn1ccnc1C(O)c1ccco1 (stereo not given) | -6 | 0% | 6% | 6% | -6 | -4% | 13% | -3% | -2%[1.84 µM] | 1% | 0
Cc1nn(-c2ccccc2)c(C)c1/C=C/C(=O)OCC(=O)Nc1ccc(S(N)(=O)=O)cc1 | 18 | 1% | . | . | -4 | -2% | -5% | 1% | 2% | 20% | .
Cc1nnc2ccc(-c3ccc(NS(=O)(=O)c4ccccc4)cc3)nn12 | 6 | 2% | . | . | -12 | -10% | -2% | 18% | 1% | -10% | .
O=c1cc(-c2ccccc2)c2ccc(O)c(CN3CCCCC3)c2o1 | 33[activator] | -1% | 0% | -35% | 3 | 1% | 16% | -3% | -3% | . | -1
COc1ccc(CCNC(=O)COC(=O)COc2ccc(Cl)cc2)cc1OC | -10 | 2% | -16% | 20% | -10 | -10% | -4% | 0% | 1% | 10% | 0
Cc1ccc(OCCNC(=O)c2cc(C(=O)NCCOc3ccc(C)cc3)cc([N+](=O)[O-])c2)cc1 | -5 | 2% | 11% | ? | -36 | 0% | -4% | -10% | -4% | 18% | -4
COc1ccc2c(COC(=O)CC3Sc4ccccc4NC3=O)cc(=O)oc2c1 (stereo not given) | -10 | ? | -2% | ? | ? | -2% | -2% | 0% | 0% | 5% | 4
CCCCCOc1ccc(C(=O)CCC(=O)N2CCCC2)cc1 | 45[activator] | -4% | -3% | 31% | -9 | 9% | -24% | -2% | 0% | 0% | 2
O=C(O)c1ccc(-c2nnc(-c3ccccc3)o2)cc1 | -25 | 5.4µM* | -19% | -20% | 1 | 0.32µM* | 15% | ? | ? | -25% | 0
CCOc1ccc(NC(=S)N(CCc2c(C)[nH]c3ccc(C)cc23)Cc2ccncc2)cc1 | -8 | 5% | 4% | ? | -6 | -3% | 0% | 1% | -2% | -11% | 0
O=C(Nc1ccc(Br)cc1)c1ccc(N2C(=O)C3CCCCC3C2=O)cc1 (stereo not given) | -5 | 0% | 2% | 5% | -16 | 0% | -1% | 1% | -3% | -2% | 2
Cc1cccc(NS(=O)(=O)c2csc(C(N)=O)c2)c1 | -14 | 0% | -11% | 41% | 13 | -9% | 0% | -3% | -3% | 2% | 1
Cc1cc(Nc2cccc(F)c2)n2c(n1)nc1ccccc12 | -28 | 2% | -6% | 4% | 3 | -2% | -5% | 0% | 2% | 7% | 4
OCCNc1nc(SCc2ccccc2)nc2sc3c(c12)CCC3 | 15 | -18% | 4% | 18% | 21 | -2% | 2% | -2% | 3% | 3% | -1
O=C(CNC(=S)N(Cc1ccccc1)Cc1cccnc1)NC1CCCCC1 | -19 | 10% | 0% | 37% | 3 | 0% | 1% | -5% | 13% | -7% | 3
CCN(CC)c1ncnc2ccc(Br)cc12 | -9 | 6% | -5% | -14% | 16 | 4% | 1% | -12% | 13% | 3% | .
CC(=O)Oc1ccc(C2C3=C(CC(C)(C)CC3=O)Nc3cc4c(cc32)OCCO4)cc1 (stereo not given) | -5 | 5% | -10% | 10% | -3 | 0% | -5% | 7% | 2% | 8% | 0
C#CCCOC(=O)N1C2=NC(C(=O)OC)=C(C(=O)OC)[C@@H]3N(CC=C)c4ccccc4[C@]23C[C@H]1C(=O)OC | -13 | -3% | -5% | 12% | -8 | -1% | 2% | 1% | -6% | ? | 1&1
O=c1c(-c2ccccc2)c(O)c2c(n1-c1ccccc1)CCCC2 | 0 | 1% | -3% | -3% | -3 | -4% | -7% | 0% | -1% | 3% | -6
COc1ccc(C(CNc2ncnc3sccc23)N(C)C)cc1OC (stereo not given) | -6 | 0% | 8% | -7% | 7 | 0% | 3% | -11% | -5% | -4% | -1
CCOc1cc(/C=C2\N=C(C)OC2=O)cc(Br)c1OCCc1ccccc1 | -3 | -4% | -1% | -12% | 12 | -1% | 2% | 4% | -2% | 6% | 5
COc1cc(/C=C/C(=O)OCC(=O)Nc2cc(S(=O)(=O)N3CCCC3)ccc2Cl)cc(OC)c1OC | -3 | . | . | . | 7 | . | 2% | -3% | . | 0% | .
CC(=O)N/C(=N/c1nc(C)cc(C)n1)Nc1ccc(NC(C)=O)cc1 | 0 | 4% | -4% | 7% | 14 | -5% | 0% | 0% | -2% | 0% | 0
CCNC(=O)NC(=O)COC(=O)CCc1nc(=O)c2ccccc2n1C | -14 | 0% | -9% | 7% | 24 | 2% | 0% | 0% | -3% | -4% | 0
CCN(CC)S(=O)(=O)c1cc(NS(=O)(=O)c2ccc(Cl)c(C(=O)O)c2)ccc1C | -12 | 0% | 1% | 7% | -2 | -1% | -17% | 7% | -3% | 1% | 11
O=C(Nc1ccon1)c1ccc(OC2CCCC2)cc1 | ? | 3µM* | -1% | -2% | -6 | 2.5µM* | 3% | ? | 2µM* | 10µM* | 1
COc1ccc(C2=NN(C(=O)c3ccccc3)C(c3ccc(OC)c(OC)c3)C2)c(OC(C)=O)c1 (stereo not given) | . | 0% | 2% | 9% | . | 1% | 0% | -2% | 3% | . | -3
COc1ccc(N(CC(=O)N/N=C/c2cccc3c2OCCO3)S(=O)(=O)c2ccc(NC(C)=O)cc2)cc1 | -5 | -6% | -2% | 9% | -5 | -1% | -8% | -3% | 3% | -1% | 5
CCOC(=O)c1cc2occc2n1CC(=O)NC1CCCCC1C (stereo not given) | 10 | -1% | 23% | ? | 8 | -10% | -1% | 0% | 1% | -7% | -2
CC(OC(=O)Cc1ccccc1F)C(=O)Nc1ccc(Cl)cn1 (stereo not given) | 12 | 3% | . | . | -6 | 1% | 3% | 1% | 2% | -1% | .
Cc1ccc(S(=O)(=O)N2CCN(c3nc(C)nc4sc(C)c(C)c34)CC2)cc1 | . | -1% | 0%[0.365 µM] | -16% | . | 5% | -6% | -7% | -2% | . | 3
O=C(CNC(=O)c1ccc(Br)o1)Nc1ccc(N2CCCCCC2)cc1 | -1 | ? | . | . | -6 | -4% | -1% | 3% | -1% | ? | .
Cc1ccc(C)c(S(=O)(=O)Nc2ccc(C(=O)NCC(c3ccco3)N(C)C)cc2)c1 (stereo not given) | 14 | 0% | . | . | 11 | -5% | 0% | 2% | -2% | -1% | .
COc1cccc(/C=C/C(=O)Nc2ccc3nc4n(c(=O)c3c2)CCCC4)c1OC | -7 | 12µM* | ? | 18% | 18 | 5% | 2% | -11% | 9% | ? | 9
Cc1cc(C)cc(N2C(=O)C3C4C=CC(C4)C3C2=O)c1 (stereo not given) | -4 | -2%[2.3 µM] | 1% | 8% | 20 | -3% | 1% | -2% | 8% | 0% | 4
CC(OC(=O)c1cccnc1Cl)C(=O)Nc1ccc2c(c1)OCO2 (stereo not given) | 19 | . | . | . | ? | . | -16% | -5% | . | ? | .
CN(C)CCCN(C(=O)c1ccc(S(=O)(=O)N2CCc3ccccc3C2)cc1)c1nc2c(F)cccc2s1 | 22 | 1% | -24% | 4.5µM* | -20 | 1% | -3% | -4% | 0% | -2% | -1
CCc1ccccc1NC(=O)Nc1ccsc1C(=O)OC | -3 | ? | 1% | 41% | -10 | -5% | 1% | 3% | 1% | 1% | 0
